Artemis inh – Artemis (human) endonuclease inhibition; inhibition, % at 10 µM; Q96SD1; 30,000 compounds, 0.78% hits; recombinant Artemis, quenched FAM hairpin cleavage fluorescence; AID 686954;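 active means at 10 µM dose, at least 30% inhibition, measured as corrected fluorescence normalized to stimulator and neutral control wells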
Target sequence (Q96SD1 whole entry, looked up): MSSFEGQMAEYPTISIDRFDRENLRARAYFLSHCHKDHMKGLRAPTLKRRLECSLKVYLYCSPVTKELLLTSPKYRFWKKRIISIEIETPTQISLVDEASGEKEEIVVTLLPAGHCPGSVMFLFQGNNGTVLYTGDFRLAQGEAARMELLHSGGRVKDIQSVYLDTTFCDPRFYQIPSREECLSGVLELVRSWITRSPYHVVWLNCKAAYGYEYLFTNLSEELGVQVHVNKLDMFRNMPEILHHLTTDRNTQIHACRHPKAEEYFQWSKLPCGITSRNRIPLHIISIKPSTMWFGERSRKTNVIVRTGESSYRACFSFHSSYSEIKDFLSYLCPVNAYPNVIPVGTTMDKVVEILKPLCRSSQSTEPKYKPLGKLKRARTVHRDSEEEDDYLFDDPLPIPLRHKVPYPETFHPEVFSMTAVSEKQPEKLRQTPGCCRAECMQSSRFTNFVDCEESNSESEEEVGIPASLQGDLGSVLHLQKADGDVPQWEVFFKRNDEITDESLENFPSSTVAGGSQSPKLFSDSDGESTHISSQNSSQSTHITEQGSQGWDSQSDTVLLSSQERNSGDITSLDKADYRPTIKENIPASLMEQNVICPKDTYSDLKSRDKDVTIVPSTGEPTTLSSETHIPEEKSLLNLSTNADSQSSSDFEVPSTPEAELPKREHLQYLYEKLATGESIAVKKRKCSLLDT
Numbers without * were called inactive. Only part of the results is shown; the hit share may differ from the screen's.

SMILES | Artemis inh
O=C(CCCn1c(=O)[nH]c2cc(Cl)ccc2c1=O)NCCCN1CCCC1 | -2
O=C(c1ccccc1Oc1ccccc1)N1CCN(c2ccc(F)cc2)CC1 | 10
COCCCNC(=O)CCn1c(=O)c2ccccc2n(CC(=O)Nc2cc(Cl)ccc2C)c1=O | -2
CC(=O)Nc1ccc(C(=O)CSc2nnnn2C(C)C)cc1 | -5
COc1ccc(NC(=O)Cn2nnc(C(=O)NCc3ccccc3)c2N)cc1Cl | 4
CC1CCN(c2oc(-c3ccccc3Cl)nc2C#N)CC1 | 10
CCOc1cc(/C=C\[N+](=O)[O-])ccc1OCC(=O)Nc1ccccc1C | 11
O=[n+]1cc(-c2cccc3ccccc23)n([O-])c2c1CCC2 | -3
c1ccc(NCn2cncn2)nc1 | 4
CN(C)c1ccc(C2C3C(=O)N(c4ccc(C(=O)O)cc4)C(=O)C3ON2c2ccccc2)cc1 (configuration not stated) | 8
COc1ccc(C(=O)c2ccc(OC)cc2O)c(O)c1 | 6
CCC(=O)Nc1nc2ccc(S(C)(=O)=O)cc2s1 | 1
CC(=O)c1cc(CC=C(C)C)c(O)c(CC=C(C)C)c1O | 0
Cc1ccc(C(=O)Nc2ccccc2NC(=O)c2ccc(C)o2)o1 | 3
O=C(O)c1cc(S(=O)(=O)N2CCOCC2)c(Sc2ccccn2)cc1Sc1ccccn1 | -1
COc1ccccc1-c1ccc(Nc2ccc(C(=O)N3CCOCC3)cc2)nn1 | -9
CCC(Sc1nc2ccccc2s1)C(=O)Nc1cc(C)on1 (configuration not stated) | 8
CC(C)C(=O)Nc1ccc(NC(=O)c2cccc(F)c2)cn1 | -2
C/C(=N/Oc1nc(C)cc(C)n1)c1ccc(Br)cc1 | 3
O=C(c1cncc(Br)c1)N1CCCc2ccccc21 | -5
CCc1nnc(NC(=O)CSc2nnc(-c3ccccc3O)n2-c2ccc(C)cc2C)s1 | 14
Cc1oc2c(cc(NS(=O)(=O)c3cccs3)c3ccccc32)c1C(=O)OC(C)C | 14
Cc1csc(NC(=O)CSc2nc3ccccc3s2)n1 | -8
O=C(COc1ncnc2ccccc12)NCc1ccc2c(c1)OCO2 | -5
CCNC(=O)CN(CCc1ccccc1)S(C)(=O)=O | -7
CCCC(=O)c1cn(CC(=O)OC)c2ccccc12 | -7
COc1ccc(/C=N/NC(=O)c2nn(-c3ccc(C)c(C)c3)c(=O)c3ccccc23)cc1 | 13
Cc1cc(C)c(NC(=O)/C=C\C(=O)O)c([N+](=O)[O-])c1 | -8
O=C(CCCC(=O)NCC1CCCO1)NCC1CCCO1 (configuration not stated) | 2
O=C(NCCOC(=O)c1cccs1)c1cccnc1 | -1
CC(C)OCCCNC(=O)CN1CCN(Cc2ccccc2Cl)C1=O | 4
O=c1c(-c2ccco2)[n+]([O-])c2ccccc2n1OCc1ccccn1 | -3
CC1=NN(S(=O)(=O)c2ccc(F)cc2)C(=O)c2ccccc2O1 | -3
O=C(CSc1nnc(-c2ccc(Cl)s2)o1)N1CCCc2ccccc21 | 4
COc1cccc(CNC(=O)c2cnc(-c3ccccn3)nc2C(F)(F)F)c1 | -2
COc1ccc2nc(SCC(=O)Nc3c(C)cccc3C)[nH]c2c1 | 5
COc1ccc(OC)c2[nH]c(=O)c(CCNC(=O)c3ccc(S(=O)(=O)N4CCCC4)cc3)cc12 | 4
Cc1ccccc1NC(=O)Cc1nnc(SCC(=O)N2CCN(c3ccccc3)CC2)n1C | -11
Cc1n[nH]c(=O)nc1N1CCN(c2ccccc2)CC1 | -8
CC(C)N(Cc1ccccc1)C(=O)COC(=O)c1ccc2c(c1)OCCO2 | 1
Cc1ccc(S(=O)(=O)NCC(=O)OC2CCOC2=O)cc1 (configuration not stated) | 0
Cc1cc(C)n2cc(CSc3nc4cc(Cl)ccc4o3)nc2n1 | -2
O=C(CN(C(=O)CCC(=O)Nc1nccs1)c1ccccc1F)NCC1CCCO1 (configuration not stated) | 1
COC(=O)c1oc2ccc(Br)cc2c1-n1cccc1 | 2
CCOc1cc(CNCCN(C)C)c(Cl)cc1OCC(=O)NCCc1ccccc1 | 1

Quoted at random: 3 entries already listed, in no set order.
SMILES | Artemis inh
COC(=O)c1oc2ccc(Br)cc2c1-n1cccc1 | 2
O=C(c1ccccc1Oc1ccccc1)N1CCN(c2ccc(F)cc2)CC1 | 10
Cc1ccccc1NC(=O)Cc1nnc(SCC(=O)N2CCN(c3ccccc3)CC2)n1C | -11

Grouped by structure: the compounds so far with bromine
SMILES | Artemis inh
C/C(=N/Oc1nc(C)cc(C)n1)c1ccc(Br)cc1 | 3
O=C(c1cncc(Br)c1)N1CCCc2ccccc21 | -5
COC(=O)c1oc2ccc(Br)cc2c1-n1cccc1 | 2

Other results:
SMILES | Artemis inh
CCCN1Cc2cccc(C(=O)NCCCOC(C)C)c2C1=O | -1
Cc1ccc(N2C(=O)[C@@H]3C(c4ccc(F)cc4)=NO[C@@H]3C2=O)cc1 | -11
O=C(COc1ccc(Br)cc1F)NC1CCN(Cc2ccccc2)CC1 | -7
COC(=O)/C=C1/S/C(=N/NC(=O)c2ccccc2)NC1=O | 4
O=C1CC(c2ccc3c(c2)OCO3)CN1 (configuration not stated) | -6
COC(=O)CNC(=O)c1ccccc1C | -3
CCOc1cccc(-c2nnc3sc(COc4ccc(OC)cc4)nn23)c1 | 23
COCCNC(=O)CN(CC1CCCO1)C(=O)CCC(=O)Nc1ccccn1 (configuration not stated) | -5
Cc1cc(C)nc(SC2CCOC2=O)n1 (configuration not stated) | 9
CC(=O)c1cc(C#N)c(Oc2ccccc2)nc1C | -6
COc1ccc(S(=O)(=O)N[C@@H](Cc2ccc(Cl)cc2)C(=O)N2CC[C@@]3(O)CCCC[C@H]3C2)cc1 | 1
COc1ccc(NS(=O)(=O)c2cccs2)c(OC)c1 | -9
Nn1c(SCc2nc3ccccn3c2Br)nnc1-c1cccnc1 | 0
O=c1c2ccsc2ncn1Cc1ccc(Cl)cc1 | 1
O=C(CCc1nc(-c2ccccc2)no1)N1CCCC1 | 5
Cc1cccc(N2CCN(Cc3cc(=O)n4ccsc4n3)CC2)c1C | 0
COc1ccc(-c2cc(C(F)(F)F)n3nc(C(=O)NCCCn4ccnc4)cc3n2)cc1 | 21
O=C1CCCc2ccccc2N1Cc1c(Cl)cccc1Cl | 2
O=C(NC(=S)Nc1ccc(N2CCOCC2)c(Cl)c1)C(c1ccccc1)c1ccccc1 | 6
O=C(Nc1nnc(C2CC2)s1)c1ccncc1 | 1
Cc1noc(C)c1CSc1nnc2sc3ccccc3n12 | -5
CCCS(=O)(=O)NCCc1cc2cc(C)c(C)cc2[nH]c1=O | 1
CC1CCc2nc(NC(=O)CSc3nc4ccccc4o3)sc2C1 (configuration not stated) | 4
Cc1ccnc2nc(C(=O)Nc3ccc(N4CCOCC4)cc3)nn12 | 5
COc1ccccc1NC(=O)N(CCCN1CCOCC1)Cc1cc2cc3c(cc2[nH]c1=O)OCO3 | -3
CCc1ccc(C2C(C#N)=C(N)Oc3n[nH]c(CC(=O)OC)c32)cc1 (configuration not stated) | -11
CCOc1ncccc1C(=O)OCC(=O)Nc1ncc(C(F)(F)F)cc1Cl | 3
CCOC(=O)c1nnc(-c2ccc(C)cc2)nc1Sc1ccccc1Cl | 0
c1cc2c(cc1C1CCCCC1)c1c3n2CCCNC3CCC1 (configuration not stated) | 7
CCn1c(SCC(=O)NCC(=O)Nc2ccc(F)cc2)nnc1-c1ccncc1 | -6

A draw from above in order of number of heavy atoms, ascending.
SMILES | Artemis inh
O=C(Nc1nnc(C2CC2)s1)c1ccncc1 | 1
CCC(=O)Nc1nc2ccc(S(C)(=O)=O)cc2s1 | 1
O=C(NCCOC(=O)c1cccs1)c1cccnc1 | -1
Cc1noc(C)c1CSc1nnc2sc3ccccc3n12 | -5
CC1CCc2nc(NC(=O)CSc3nc4ccccc4o3)sc2C1 (configuration not stated) | 4
CCc1ccc(C2C(C#N)=C(N)Oc3n[nH]c(CC(=O)OC)c32)cc1 (configuration not stated) | -11
CCOc1cc(CNCCN(C)C)c(Cl)cc1OCC(=O)NCCc1ccccc1 | 1

Next part
SMILES | Artemis inh
CN(C)c1ccc(NC(=S)N(CCc2ccccc2)C2CC(=O)N(c3c(Cl)cccc3Cl)C2=O)cc1 (configuration not stated) | 8
CSc1nsc(SC)c1NC(=O)OC1CCCCC1 | 1
CCCCCCC1/C(=N/O)CCC1C(=O)OC (configuration not stated) | 1
Cc1cc(-c2ccco2)n2c(nc3ccccc32)c1C#N | 4
CCCCn1c(=O)c(Cc2ccccc2)c(O)c2ccccc21 | 2
COc1ccc(NC(=O)COC(=O)c2cnccn2)cc1Cl | 9
COc1ccc(-c2c(C)n([O-])c(C)c(C)[n+]2=O)cc1 | -13
O=C(CSc1nnnn1-c1ccc2c(c1)OCO2)NCc1cccs1 | -3
Cc1cccc(Nc2nc3c(c(=O)n(C)c(=O)n3C)n2Cc2ccccc2)c1 | -5
CCOC(=O)C1=C(N)N(c2ccccc2Oc2ccccc2)C(=O)C1 | 1
CC(C)OC(=O)CSc1nnc(CNc2nc(-c3ccccc3)cs2)n1C | -1
O=C(O)c1cccnc1Oc1ccccc1 | -5
O=C(CCS(=O)(=O)c1ccc(Cl)cc1)Oc1ccc2c(c1)OCO2 | 11
Cc1cc(C)n(-c2ccc(Cl)c(C(=O)OCC(=O)N3CCCCC3C)n2)n1 (configuration not stated) | 2
Oc1ccc(Nc2nc(N3CCCC3)c3ccccc3n2)cc1 | 14
Cc1ccc(C)n1-c1ccc(N2CCOCC2)c(Br)c1 | 6
O=C(Cn1nnc2c(cnn2-c2ccccc2)c1=O)N1CCN(c2ccccc2F)CC1 | 11
COc1ccc(/C=N/Nc2snc(SC)c2C#N)cc1OC | 3
CC(=O)NCCOc1nc(N(C)C)nc(N2CCOCC2)n1 | -3
Cc1cc(=O)[nH]c(-c2ccccc2)n1 | -3
CCOc1ccc2[nH]c(=O)c(CN(Cc3ccco3)C(=O)c3cccc(F)c3)cc2c1 | 3
CC(C)C(=O)N1CCN(c2ccc(NC(=O)c3ccc(Br)o3)cc2)CC1 | -4
Cc1nnsc1NC(=O)OCc1ccccc1Cl | -6
Oc1ccccc1C1=NCCNC(C(F)(F)C(F)F)=C1 | -3
CC(=O)c1ccc(NC(=O)CSc2nnc(NC(=O)CN3CCOCC3)s2)cc1 | -2
CCOC(=O)c1c(C)n(C)c2c(C)cc(O)c(OC(=O)CC)c12 | 5
CCC(C)NC(=O)CCCc1ccccc1 (configuration not stated) | -9
Cc1cc(=O)[nH]c(SCC(=O)c2ccc(C(C)C)cc2)n1 | 2
Cc1cc(C)c(NC(=O)COc2ccccc2C(=O)Nc2ccc3c(c2)oc2ccccc23)c(C)c1 | 8
COc1ccccc1NC(=O)c1ccc(-c2ccc(Br)cc2)o1 | 6
COc1ccc2c(c1)[nH]c(=O)c1sc3ccccc3c12 | 3
Cn1cnnc1SCC(=O)c1ccc2c(c1)OCO2 | -8
Cc1ccc(OCCC(=O)OCC(=O)N2c3ccccc3CC2C)cc1 (configuration not stated) | 4
CCOc1ccc(C(=O)NC(=S)Nc2ccccn2)cc1[N+](=O)[O-] | -5
O=C(Nc1cccc2ccccc12)C1CCN(C(=O)Cc2ccccc2)CC1 | 3
CCOC(=O)c1ccc(N2C(=O)CC(C(=O)OC)=C2C)cc1 | 5
Cc1ccnc(NC(=O)c2ccc(COc3ccc(Cl)cc3)o2)c1 | 23
Cc1ccc(C(=O)COC(=O)CCC(=O)Nc2cccc(Cl)c2)cc1[N+](=O)[O-] | -13
C/C(Cl)=C/Cn1c(SCCN2CCOCC2)nc2c1c(=O)[nH]c(=O)n2C | -3
Cc1ccccc1N=C(NOCc1ccccc1)c1nonc1N | 11
O=C(CN1CCN(S(=O)(=O)c2ccc(Br)cc2)CC1)Nc1ccccc1F | 10
CCn1cc(C(=O)OCc2ccccc2)c(=O)c2ccc(C)nc21 | 2
CCOC(=O)N1CCC(NC(=O)CCS(=O)(=O)c2ccc3c(c2)CCN3C(=O)CC)CC1 | -4
O=C(CN(Cc1ccc2c(c1)OCO2)C(=O)CNC(=O)c1ccco1)NC1CCCCC1 | 7
CC(C)(/C=N/O)/[N+]([O-])=C/c1ccccc1C(F)(F)F | -1
CC1(C)N=C(/C=N/O)CN1O | -3
C=CCNC(=O)C(C#N)c1nc2ccccc2nc1N1CCCCCC1 (configuration not stated) | 9
COc1cc(/C=C2\OC(=O)c3c(OC)cccc32)ccc1O | 9
Cc1cc(OCC(=O)c2ccc(F)cc2)ccc1N1C(=O)CCC1=O | -3
O=C(CN1CCC(Cc2ccccc2)CC1)NC(=O)NCc1ccco1 | -1
CC(=O)O/N=C(/C)c1ncc(C(F)(F)F)cc1N1CCOCC1 | -8
COC(=O)CNC(=O)CN1C(=O)N(c2ccc(Cl)cc2)C(N(O)C(=O)Nc2ccc(Cl)cc2)C1(C)C (configuration not stated) | 15
Cc1ccc(S(=O)(=O)NC2=NCN(C3CCN(Cc4ccccc4)CC3)CN2)cc1 | 4
CC(=O)N1c2ccc(S(=O)(=O)CCC(=O)O)cc2CC1C (configuration not stated) | -4
CCOc1ccc(N2CC(C(=O)Nc3cccc(C)c3C)CC2=O)cc1 (configuration not stated) | -6
COC(=O)CSC1=C(C#N)C(c2ccccc2OC)C(C(=O)OC)C(=O)N1 (configuration not stated) | -3
CCO/C=C1/C(=O)N(CC)c2ccccc21 | -9
O=C(NCC1CCCO1)C1CCC(=O)N1Cc1ccccc1Cl (configuration not stated) | -8
Cc1ccc(S(=O)(=O)Nc2cc(C(=O)NCCN3CCCC3)ccc2N2CCCCC2)cc1 | 15
CCOC(=O)N1CCN(CC(O)COC(CC)c2ccccc2)CC1 (configuration not stated) | -2
COC(=O)Sc1nc(N2CCOCC2)c2c(c1C#N)CC(C)(C)OC2 | -1
O=C1c2cccc3c(N4CCCCC4)ccc(c23)C(=O)N1c1ccccn1 | -6
CCN(CC)CCCn1c(C)cc2c(c1=O)C(c1ccccc1)C(C#N)=C(N)O2 (configuration not stated) | 2

Screening data from PubChem BioAssay.
